bIAP activator – increases bovine intestinal alkaline phosphatase activity; activation factor at 20 µM; 200,000 tested, 0.17% active; purified bovine IAP, CDP-star luminescence, 30 min; hits give high values; fold of DMSO-control signal, blank-subtracted;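 active = activation factor of 2 or more at 20 µM, a signal rise over negative controls twice the positive control's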
STAT3 inh – STAT3 signaling inhibition. U3A cells, IL-6 STAT3-luciferase reporter, luminescence; host cell line lacks STAT1. inhibition, % at 5.5 µM. 190,000 tested, 0.89% active;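 active = inhibition above the mean inhibition across all screened compounds plus 3 SD, cut at about 44% in these data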;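 note: 0% = DMSO only wells and 100% = 100 µM nifuroxazide control wells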
PPARg SRC-1 ag – PPARgamma-driven SRC-1 recruitment agonism; P37231; PPARgamma-SRC-1 coactivator recruitment biochemical assay; activation, % at 8 µM; 200,000 tested, 0.41% active; in the data active = activation above about 19%;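 note: 0% = DMSO and 100% = reference agonist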
Target sequence (P37231 whole entry, looked up): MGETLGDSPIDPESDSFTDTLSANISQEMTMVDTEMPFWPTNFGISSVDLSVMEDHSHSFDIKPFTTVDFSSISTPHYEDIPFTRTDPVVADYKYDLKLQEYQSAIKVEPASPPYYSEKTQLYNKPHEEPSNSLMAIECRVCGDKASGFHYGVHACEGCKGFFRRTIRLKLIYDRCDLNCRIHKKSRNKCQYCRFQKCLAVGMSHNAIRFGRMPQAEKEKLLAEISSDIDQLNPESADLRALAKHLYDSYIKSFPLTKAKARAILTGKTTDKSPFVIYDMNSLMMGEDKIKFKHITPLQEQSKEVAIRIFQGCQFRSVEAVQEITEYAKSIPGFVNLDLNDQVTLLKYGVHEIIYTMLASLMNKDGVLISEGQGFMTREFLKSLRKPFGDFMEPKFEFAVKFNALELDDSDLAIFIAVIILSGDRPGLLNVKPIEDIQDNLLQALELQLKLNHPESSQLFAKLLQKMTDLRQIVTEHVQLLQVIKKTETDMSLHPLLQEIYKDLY
TNAP act hiacc – TNAP (human) activation, high acceptor. P05186. 200,000 tested, under 10 active. activation factor at 20 µM. AID 1136. purified TNAP, CDP-star luminescence, 1 M DEA, 30 min; hits give high values; 0 = EDTA background, 1 = DMSO-only activity;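 active = activation factor at least 2 at 20 µM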
Target sequence (P05186 whole entry, looked up): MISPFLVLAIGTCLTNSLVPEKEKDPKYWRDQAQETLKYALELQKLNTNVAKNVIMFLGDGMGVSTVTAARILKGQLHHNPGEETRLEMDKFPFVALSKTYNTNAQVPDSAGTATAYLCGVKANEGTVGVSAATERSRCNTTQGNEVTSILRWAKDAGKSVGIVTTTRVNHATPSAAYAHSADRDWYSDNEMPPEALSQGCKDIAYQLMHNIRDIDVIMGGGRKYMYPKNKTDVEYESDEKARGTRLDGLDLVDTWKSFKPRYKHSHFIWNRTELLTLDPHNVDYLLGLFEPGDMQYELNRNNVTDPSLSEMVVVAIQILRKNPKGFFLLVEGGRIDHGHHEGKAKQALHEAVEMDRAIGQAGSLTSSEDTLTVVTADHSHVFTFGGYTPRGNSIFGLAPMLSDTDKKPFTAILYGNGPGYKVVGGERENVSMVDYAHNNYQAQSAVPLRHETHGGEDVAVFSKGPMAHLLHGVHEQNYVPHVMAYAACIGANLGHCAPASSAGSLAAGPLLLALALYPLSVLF
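Test system – human TNAP · Doses – 20 µM single point · Incubation – 30 min, room temperature · Signal – luminescent substrate turnover signal · Read-out basis – activation factor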
bIAP inhibitor – blocks bovine intestinal alkaline phosphatase activity; inhibition, % at 20 µM; 190,000 tested, under 10 active; AID 1019; purified bovine IAP, CDP-star luminescence, 30 min;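 active = over 50% inhibition of intestinal alkaline phosphatase at 20 µM in the single-dose screen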
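System: Purified bovine intestinal alkaline phosphatase (IAP) enzyme | Input: IAP diluted 1/65,000,000 in the well | Also added: CDP-star chemiluminescent phosphatase substrate, 30 µM final | Dosing: 20 µM single dose | Times: Enzyme reaction for 30 min at room temperature | Detection: Luminescence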
STAT3 activator – STAT3 signaling activation. U3A cells, IL-6 STAT3-luciferase reporter, luminescence; 100% = signal with IL-6 EC80 alone. activation (% of control), % at 5.6 µM. 190,000 tested, 0.91% active;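 active = activation above the screen-wide mean of compound activation plus 3 SD, cut at about 130% in these data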;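 note: 0% = background luminescence of wells with medium and substrate only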
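Test system: STAT3-luciferase reporter U3A cells; Detection: reporter luminescence signal; Times: 1 h compound pre-exposure, 6 h IL-6 stimulation, 37 °C; Benchmarks: IL-6-only high control; Also added: IL-6 stimulus at 33 ng/mL final.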
STAT1 inh – reduces IFN-gamma driven STAT1 reporter signal; inhibition, % at 5.5 µM; 200,000 tested, 0.35% active; NIH 3T3 STAT1-luciferase reporter, luminescence; AID 920;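 active = inhibition above a set limit, the mean inhibition across all tested compounds plus 3 SD, cut at about 34% in these data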;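 note: 0% = IFN-gamma with DMSO and 100% = IFN-gamma with 300 µM nifuroxazide; values of inactives mirror those of a sister screen read the other way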
PPARg SRC3 recr – promotes SRC-3 coactivator recruitment by human PPARgamma | P37231 | biochemical PPARgamma/SRC-3 coactivator recruitment assay | activation, % at 8 µM | 200,000 tested, 0.26% active; in the data active = activation above about 23%;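 note: 0% = DMSO and 100% = reference agonist; some compounds past the cut are filed as inactive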
TR-FRET SRC-2 ct – TR-FRET artefact, counter-screen to PPARgamma/SRC-2 agonist assay | 200,000 tested, 0.4% active | TR-FRET ratio at 8 µM | hits give high values; in the data active = TR-FRET ratio above about 2000; note: inactives centre near 1500
ROMK primary – human ROMK K+ channel modulation, primary screen | Tet-inducible ROMK, thallium flux fluorescence; actives lie on both sides | B-score at 10 µM | 130,000 tested, 2% active;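 active = signal ratio slope over the read window, or its plate-corrected B-score, at least 3 SD from the plate mean, either direction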;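 note: B-score of the F/F0 ratio slope over 7 to 12 s after thallium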
PPARg SRC2 recr – PPARgamma-driven SRC-2 recruitment agonism | P37231 | PPARgamma LBD-SRC-2 recruitment, biochemical | activation, % at 8 µM | 200,000 tested, 0.34% active; in the data active = activation above about 22%;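 note: 0% = vehicle and 100% = reference agonist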
* = called active by the depositor; nt = no result given.

A first look, 6 compounds:
SMILES	bIAP activator	STAT3 inh	PPARg SRC-1 ag	TNAP act hiacc	bIAP inhibitor	STAT3 activator	STAT1 inh	PPARg SRC3 recr	TR-FRET SRC-2 ct	ROMK primary	PPARg SRC2 recr
COc1ccc(CCNC(=O)c2ccc3c(=O)n(Cc4ccco4)c(=S)[nH]c3c2)cc1OC	1	5	-2	1	-1	102	0	-5	1576	nt	-1
COc1ccc(N2CCN(c3oc(COc4ccc(Cl)cc4)nc3C#N)CC2)cc1	1	9	4	1	4	95	-6	-1	1597	-2.1	6
CN(C)S(=O)(=O)Nc1ccccc1F	1	0	4	1.1	-2	106	-3	2	1412	1.4	3
O=C(Nc1ccccc1)c1cccc(-c2nnc(-c3ccccc3)o2)c1	0.9	5	4	1	10	97	-21	7	1424	nt	5
Cc1ccc(C(=O)NC(O)C(Cl)Cl)cc1 (stereo unspecified)	1	-3	7	1	2	106	3	-5	1723	-0.17	-6
O=S(=O)(Cc1ccc(Cl)cc1)N1CCN(Cc2ccccc2)CC1	0.8	3	-2	1	20	99	9	-5	1409	nt	0

This part in full, from the first entry:
SMILES	bIAP activator	STAT3 inh	PPARg SRC-1 ag	TNAP act hiacc	bIAP inhibitor	STAT3 activator	STAT1 inh	PPARg SRC3 recr	TR-FRET SRC-2 ct	ROMK primary	PPARg SRC2 recr
COc1ccc(CCNC(=O)c2ccc3c(=O)n(Cc4ccco4)c(=S)[nH]c3c2)cc1OC	1	5	-2	1	-1	102	0	-5	1576	nt	-1
COc1ccc(N2CCN(c3oc(COc4ccc(Cl)cc4)nc3C#N)CC2)cc1	1	9	4	1	4	95	-6	-1	1597	-2.1	6
CN(C)S(=O)(=O)Nc1ccccc1F	1	0	4	1.1	-2	106	-3	2	1412	1.4	3
O=C(Nc1ccccc1)c1cccc(-c2nnc(-c3ccccc3)o2)c1	0.9	5	4	1	10	97	-21	7	1424	nt	5
Cc1ccc(C(=O)NC(O)C(Cl)Cl)cc1 (stereo unspecified)	1	-3	7	1	2	106	3	-5	1723	-0.17	-6
O=S(=O)(Cc1ccc(Cl)cc1)N1CCN(Cc2ccccc2)CC1	0.8	3	-2	1	20	99	9	-5	1409	nt	0
CCc1ccc(-n2c(C)n[nH]c2=S)cc1	0.9	5	1	1	10	99	8	2	1696	nt	-1
O=C(NCc1ccco1)C1CCCN(S(=O)(=O)c2cnc[nH]2)C1 (stereo unspecified)	0.8	4	7	1.1	15	101	-3	3	1600	nt	5
Cc1ccccc1Nc1nc(N)nc(COC(=O)CCS(=O)(=O)c2ccccc2)n1	1	0	-7	1.1	-1	105	-2	-2	1373	nt	1
N#CNC(=Nc1cccc(F)c1)SCc1ccccc1F	1	16	0	1	5	89	0	1	1504	-0.28	15
CCCC(=O)OCCNc1cc(SCc2ccco2)c2nonc2c1[N+](=O)[O-]	0.7	1	0	0.9	30	100	-4	1	1362	nt	4
CCOC(=O)Cc1csc(NC(=O)CSc2nnnn2-c2ccc(C)c(C)c2)n1	0.9	15	-4	1	12	90	4	3	1318	nt	-18
CC12CN3CCN(CC(C3)/C1=N\N=C1/C3CN4CCN(C3)CC1(C)C4)C2	0.9	-12	4	1	8	113	0	-4	1429	0.18	-8
CCCCCCC1C(C#N)=C(N)OC2=C1C(=O)CC(C)(C)C2 (stereo unspecified)	0.9	8	0	1.1	13	101	-4	-8	1356	nt	-10
Cc1ccc(-n2sc3ccccc3c2=O)cc1	0.9	17	-1	1	13	89	2	6	1423	nt	-4
Cc1ccc(Nc2ccc(C(F)(F)F)cc2[N+](=O)[O-])cc1	1.3	-12	-7	0.9	-25	109	-9	-2	1441	nt	2
COc1cccc(OCCCCSc2ncccn2)c1	0.9	6	-3	1	6	100	0	10	1821	nt	2
Cn1c(=O)n(C)c2cc(CN3C(=O)OC(C)(C)C3(C)O)ccc21 (stereo unspecified)	0.9	10	10	1	9	92	7	3	1729	nt	-1
N#CCC(=O)Nc1cc(C(F)(F)F)ccc1N1CCOCC1	1.1	-8	2	1	-12	111	-1	0	1687	-2.2	-1
CC(=O)N1CC(c2ccccc2)C(c2ccc(Cl)cc2)=N1 (stereo unspecified)	0.9	-5	0	1	10	100	5	4	1562	nt	8
O=C(Nc1ccc2c(c1)OCCO2)C1CCN(C(=O)c2ccc(Cl)cc2)CC1	0.9	0	-3	1	8	102	-11	-3	1366	nt	-6
Cn1c(=O)n(C)c2cc(NS(=O)(=O)c3ccc(F)cc3)ccc21	1	24	-2	1.1	-5	85	22	5	1509	-0.33	9
COC(=O)c1ccc(COc2ccc(/C=N/O)cc2OC)o1	1.2	-6	-1	1	-22	107	-9	4	1752	nt	2
COc1cc(/C=N/NC(=O)c2nc3ccccn3c2C)cc(OC)c1O	1.2	5	14	1	-18	98	7	-2	1660	-0.06	6
O=C(c1ccc(F)cc1)C1CCN(S(=O)(=O)c2ccccc2)CC1	0.9	7	8	1.1	5	96	-3	0	1478	-1.2	5
Oc1ccc(Nc2nc(NCC3CCCO3)c3ccccc3n2)cc1 (stereo unspecified)	0.9	21	-1	1	13	89	3	-2	1458	-5.5*	0
Cc1cc(C(=O)COC(=O)c2ccc3c(c2)NC(=O)CS3)c(C)n1CCc1ccc(Cl)cc1	1.1	33	0	1	-11	77	1	4	1818	0.079	6
O=C(CCSc1nnc2ccccn12)Nc1ccc(F)cc1	0.9	12	-1	1.1	8	92	-6	4	1536	nt	-4
Cc1nc2ccc(NS(=O)(=O)c3ccc(F)cc3)cc2s1	1	9	11	1	-4	94	11	3	1403	-2.5	1
CCOC(=O)c1cnn(-c2ccccc2)c1NC(=O)C(F)(F)C(F)(F)C(F)(F)F	0.9	6	4	1.1	8	94	2	-2	1691	-0.061	6
CCOC(=O)c1c(NC(=O)CN2CCCCC2)sc2c1CCN(C(=O)OCC)C2	0.9	22	2	1	10	87	11	-5	1372	nt	-2
O=C(/C=C/N1CCN(Cc2ccccc2)CC1)C(F)(F)F	0.9	3	-4	1	10	101	-3	-3	1548	-0.19	-3
Cc1cc(=O)n2ccsc2n1	0.8	-6	1	1	22	104	-7	-1	1388	0.34	3
O=C(O)CN1CCCCC1	0.9	3	0	1	12	100	-3	-2	1371	-0.0032	-4
CCOC(=O)c1sc2nc(CC(C)C)c3c(c2c1N)CCC3	0.9	29	3	1	8	77	11	3	1714	nt	0
COc1ccccc1C1CC(=O)NC(C)=C1C(=O)OC(C)C (stereo unspecified)	1	12	4	1	-4	91	-5	-7	1368	0.43	-2
CCOc1ccc(C(c2c(C)[nH][nH]c2=O)c2c(C)[nH][nH]c2=O)cc1OC	1.1	5	-6	0.4	-12	106	-4	-4	1533	nt	4
CCOC(=O)C1CCN(C(=O)NS(=O)(=O)c2ccc(C)cc2)CC1	0.9	5	1	1	9	98	3	2	1617	-0.081	3
O=C1C2CCCN2C(c2ccc(Cl)cc2)N1c1nccs1 (stereo unspecified)	1.1	3	2	0.9	-5	99	2	0	1341	nt	3
CN(C)S(=O)(=O)c1ccc(N2CCCC2)c(C(=O)N2CCN(c3ccc([N+](=O)[O-])cc3)CC2)c1	1.1	2	2	1	-15	100	-6	2	1347	-2.9	-3
Cc1ccc2nc(Cl)c(C3CC(c4cccs4)=NN3S(C)(=O)=O)cc2c1 (stereo unspecified)	1	10	2	1	1	90	8	0	1626	-0.66	6
COC(=O)C1C(=O)NCC1c1ccccc1 (stereo unspecified)	0.9	2	1	1.1	7	101	0	8	1704	-0.17	4
O=S(=O)(c1ccc(F)cc1)N1CCN=C1SCc1cccnc1	0.9	3	11	1.1	10	103	-4	0	1481	-1.1	4
CCOC(=O)Nc1ccc(S(=O)(=O)Nn2cnnc2)cc1	1	-2	2	1.1	0	104	-4	-3	1495	0.49	-3
O=C(NC(=O)N1CCN(c2ccc(F)cc2)CC1)c1ccccc1	0.9	16	0	1	12	91	-2	4	1445	0.068	7
COc1cc(S(=O)(=O)N(C)C)ccc1Br	0.9	-2	4	1	9	103	0	-7	1675	nt	1
CC1CN(C(=S)SCC(=O)c2ccc(Cl)cc2)CC(C)O1 (stereo unspecified)	0.9	-2	5	1	11	98	-11	2	1553	nt	4
CC(=O)c1ccc(-n2nncc2-c2ccc([N+](=O)[O-])cc2)cc1	1	-6	-5	1	-2	111	3	-2	1406	-0.64	-1
Cc1ccccc1-n1nnnc1SCC(=O)NCC1CCCO1 (stereo unspecified)	1	12	9	1	-1	92	5	3	1689	0.014	-1
O=C1CSC(c2nn(-c3ccccc3)cc2-c2cc3ccccc3oc2=O)N1Cc1ccco1 (stereo unspecified)	1	2	0	1	-1	102	6	6	1903	nt	3
O=C(Nc1ccc(Cl)c([N+](=O)[O-])c1)ONC1=NCCCCC1	0.8	7	3	1	23	96	0	1	1517	-0.0095	11
CN(CCCC(=O)NCc1ccco1)S(=O)(=O)c1ccccc1	0.9	2	1	1	7	101	-3	-2	1560	0.042	-3
C=CCc1cc(Cl)ccc1OCCN1CC(C)OC(C)C1 (stereo unspecified)	1	-1	-1	1	2	106	10	-6	1444	-0.66	-8
CC(=O)Nc1ccc(NS(=O)(=O)c2ccc(C)cc2)c([N+](=O)[O-])c1	1.1	-1	-7	1	-12	104	-7	1	1359	0.029	-5
CN1CCN(c2ccc(NC(=O)c3ccc4c(c3)OCCO4)cc2)CC1	1	0	2	1.1	-3	107	-37	3	1477	1.5	-3
COc1c(Cl)cc(Cl)cc1/C=C/C(=O)c1ccc(NC(=O)c2cccs2)cc1	1	-14	-4	1	-2	111	-10	1	1526	nt	-5
CCc1ccc(CNC(=O)C2CC(=O)N(CCc3ccc(C)cc3)C2)cc1 (stereo unspecified)	1.1	9	-2	1	-14	99	-4	-1	1555	nt	10
CCOc1cc(C(=S)N2CCCCC2)ccc1OCC(=O)NCc1ccccc1	0.9	11	-5	1.1	9	96	-1	-14	1426	0.25	3
CCN(CC)C(=O)CSc1nnc(-c2ccccc2)n1N	0.9	9	3	1.1	6	99	1	18	1456	0.21	-1
COc1ccc(C)cc1N(C(=O)c1ccc(F)cc1)c1nc2ccccc2s1	0.9	-41	7	1	9	133	10	3	1791	-0.00016	3
Additional records
SMILES	bIAP activator	STAT3 inh	PPARg SRC-1 ag	TNAP act hiacc	bIAP inhibitor	STAT3 activator	STAT1 inh	PPARg SRC3 recr	TR-FRET SRC-2 ct	ROMK primary	PPARg SRC2 recr
CC1CC(C)CN(C(=O)Cn2cc(C=O)c3ccccc32)C1 (stereo unspecified)	1	6	13	1	1	102	-3	7	1457	-0.065	6
Cc1ccc(OCC(=O)O/N=C(\N)Cc2cccs2)cc1C	nt	12	6	nt	nt	97	-5	12	1594	nt	4
CN(C)/C=C(/C(=O)c1ccc(Cl)cc1Cl)S(=O)(=O)c1ccccc1	1	7	-5	1	4	99	-7	-4	1510	nt	-8
O=C(Nc1ccccc1)OC(CN1CCCCC1)C(F)(F)F (stereo unspecified)	1	-5	5	1	0	105	0	6	1484	nt	10
O=C(NCc1ccccc1)C1CC2CCCC(C1)C2=O (stereo unspecified)	0.9	8	1	1.1	7	97	9	5	1326	1.1	-2

Screens deposited in PubChem by several laboratories.
